Assay outcomes (PubChem BioAssay)
BioA inh – inhibitors of Mycobacterium tuberculosis BioA enzyme | inhibition, % at 9.99 µM | purified M. tuberculosis BioA enzyme, plate reader | hit rate 0.096% among 360,000; in the data active = inhibition above about 40%; inconclusive = no clear call, values can overlap the other calls
FadD28 FP inh – M. tuberculosis FadD28 bisubstrate binding inhibition; inhibition, % at 12.5 µM; AID 588549; hit rate 0.22% among 360,000; FadD28 bisubstrate probe binding, fluorescence polarization; in the data active = inhibition above about 8.5%, passing the limit was not always enough; inconclusive = no clear call, values can overlap the other calls
DUSP3 inh – inhibitors of human VHR1 phosphatase (DUSP3). P51452. recombinant VHR phosphatase, pNPP absorbance. inhibition, % at 13.3 µM. hit rate 0.52% among 290,000; in the data active = inhibition above about 50%; also: some compounds called inactive have numbers as strong as hits
Target sequence (P51452 whole entry, looked up): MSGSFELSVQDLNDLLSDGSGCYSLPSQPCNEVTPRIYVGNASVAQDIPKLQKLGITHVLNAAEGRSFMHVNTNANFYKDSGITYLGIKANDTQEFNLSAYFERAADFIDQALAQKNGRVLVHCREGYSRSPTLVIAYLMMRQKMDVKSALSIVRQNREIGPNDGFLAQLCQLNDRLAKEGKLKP
UGM FP inh – inhibitors of M. tuberculosis UDP-galactopyranose mutase; P9WIQ1; purified UGM, fluorescence polarization probe displacement; inhibition, % at 10 µM; hit rate 0.06% among 320,000; AID 504406; in the data active = inhibition above about 10%, passing the limit was not always enough; inconclusive = no clear call, values can overlap the other calls
Target sequence (P9WIQ1 whole entry, looked up): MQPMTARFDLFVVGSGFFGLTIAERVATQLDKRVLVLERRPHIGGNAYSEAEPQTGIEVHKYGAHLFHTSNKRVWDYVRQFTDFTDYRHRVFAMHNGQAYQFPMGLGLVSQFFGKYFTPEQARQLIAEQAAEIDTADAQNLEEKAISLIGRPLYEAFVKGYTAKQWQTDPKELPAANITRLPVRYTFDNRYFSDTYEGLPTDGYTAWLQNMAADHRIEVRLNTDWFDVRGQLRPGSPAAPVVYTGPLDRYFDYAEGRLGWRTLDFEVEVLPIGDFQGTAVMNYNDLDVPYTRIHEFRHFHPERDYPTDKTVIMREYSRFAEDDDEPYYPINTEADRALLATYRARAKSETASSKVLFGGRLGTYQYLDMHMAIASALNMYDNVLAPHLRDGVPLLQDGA
Mtb FBA inh – Mtb fructose-bisphosphate aldolase inhibition; P9WQA3; purified M. tuberculosis FBA, fluorescence read-out; inhibition, % at 1 µM; hit rate 2.3% among 360,000; in the data active = inhibition above about 27%;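 also: 0% = vehicle and 100% = reference inhibitor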
CCHF vOTU inh – CCHFV vOTU protease inhibition | AID 651958 | inhibition, % at 11.5 µM | Pep-AMC fluorescence | hit rate 0.55% among 370,000; also: 0% = vehicle wells with enzyme and 100% = no enzyme wells
BoNT-F LC inh – inhibitors of Botulinum neurotoxin F light chain protease; Multiplex microsphere protease cleavage assay, flow cytometry; inhibition, % at 10 µM; hit rate 0.22% among 360,000; in the data active = inhibition above about 35%, passing the limit was not always enough; inconclusive = no clear call, values can overlap the other calls; also: plate controls were buffer without enzyme for full effect and enzyme alone for no effect
Rv3671c protease – inhibitors of M. tuberculosis serine protease Rv3671c; P9WHR9; inhibition, % at 5.96 µM; hit rate 0.048% among 320,000; AID 2606; in the data active = inhibition above about 38%;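 also: extracellular domain of Rv3671c used as enzyme; 0% = enzyme with DMSO and 100% = no enzyme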
GDH-TPI counter – counter-screen for M. tuberculosis FBA inhibitors: GDH-TPI coupled enzymes. GDH-TPI coupled enzyme counterscreen, NADH absorbance. inhibition, % at 4.8 µM. hit rate 1.2% among 360,000. AID 588335;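 also: 0% = DMSO wells and 100% = wells lacking the enzyme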
MazF activator – activators of E. coli MazEF toxin-antitoxin RNase; FAM/BHQ RNA-DNA oligo cleavage fluorescence, 5 h; activation, % at 20 µM; hit rate 0.32% among 350,000; P0AE70; in the data active = activation above about 50%
Target sequence (P0AE70 whole entry, looked up): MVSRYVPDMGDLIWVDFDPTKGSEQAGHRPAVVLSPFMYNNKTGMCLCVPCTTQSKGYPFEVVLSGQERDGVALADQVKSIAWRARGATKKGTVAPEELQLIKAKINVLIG
Active calls of the source: *; ? = inconclusive; . = no result given; & = joins results of further samples. Rule as the data show it, unless noted: active = inhibition above about 30%; inactive = the rest. Hits appear at their usual frequency. Share with any hit: about 4.9%.

#1 CC(C)C[C@H]1COCCS(=O)(=O)N1Cc1cccc(Cl)c1
#2 CCc1nnc(NS(=O)(=O)c2ccc(NC(=O)c3cccc(Cl)c3)cc2)s1
#3 COC(=O)c1ccc(NC(=O)Nc2ccc(F)cc2)cc1
#4 Cc1ccc(C2C3=C(CC(C)(C)CC3=O)N=C3c4ccccc4C(=O)C32)cc1 (stereo not drawn)
#5 O=C(c1ccc(F)cc1F)N1CCCC(c2nc(-c3ccc(F)cc3)no2)C1 (stereo not drawn)
#6 O=C(c1ccccc1-n1cccc1)N1N=C(C(F)F)CC1(O)C(F)F (stereo not drawn)
#7 Cc1ccc2c(Cl)cc(Cl)c(OCC(=O)Nc3cccc(S(=O)(=O)N(C)C)c3)c2n1
#8 CC(=O)Nc1ccc(S(=O)(=O)N(C2=NCC(C)S2)c2ccccc2)cc1 (stereo not drawn)
#9 Fc1cccc(Cl)c1CNc1ccc(N2CCCC2)cc1
#10 COc1ccc(NC(=O)NNC(=O)c2ccc(Cl)cc2Cl)cc1OC

entry no.	1	2	3	4	5	6	7	8	9	10
BioA inh	1.3	.	1.6	.	1.3	.	.	0.6	.	-1.0
FadD28 FP inh	-11.9	-5.3	-7.3	-1.5	-1.9	-2.4	-2.8	-5.8	-5.6	0.5
DUSP3 inh	.	-2.0	23.2	-3.8	-28.6	-2.5	5.7	-4.4	23.4	2.2
UGM FP inh	-2.3	-0.1	0.6	1.0	2.2	4.7	1.2	-5.6	1.4	2.3
Mtb FBA inh	-2.3	2.8	0.1	-2.5	4.9	10.9	2.5	2.0	-0.8	-1.4
CCHF vOTU inh	3.6	12.9	23.0	22.1	-4.2	-3.1	-1.4	.	4.8	-9.6
BoNT-F LC inh	-7.0	0.7	-0.6	-9.9	.	4.6	-2.6	1.5	-34.7	0.2
Rv3671c protease	2.5	-11.0	-22.8	9.7	2.0	-17.3	2.6	-2.8	11.2	-4.8
GDH-TPI counter	-6.9	-9.1	-2.5	3.0	10.3	11.4	7.2	9.0	-3.1	4.9
MazF activator	2.5	-4.9	13.2	9.2	-3.6	-2.5	-14.7	1.0	-8.8	17.2

#11 CCOc1ccc(NC(=O)CN2C(=O)C3CCCN3C2=O)cc1 (stereo not drawn)
#12 COc1ccc(NS(=O)(=O)c2cc(NC(=O)C3CC3)ccc2N2CCOCC2)cc1
#13 Cc1cc(C(=O)N(C)C)sc1-c1ccccc1
#14 Cc1nc2ccc(NC(=O)Cc3ccc(Br)cc3)cc2s1
#15 CCCCCn1c(=O)c(F)cn(Cc2ccc(OC)c([N+](=O)[O-])c2)c1=O
#16 O=C(NNS(=O)(=O)c1ccc(F)cc1)c1cccc(O)c1
#17 OCC[C@H]1C[C@H](O)[C@@H](O)[C@@]2(Cc3ccccc3CCO2)O1
#18 CN(CC1CCN(CCc2cccc(C(F)(F)F)c2)CC1)C(=O)c1ccc(F)cc1F
#19 CC(=O)Oc1ccc(C(=O)[C@H]2[C@H]3C(=O)N(c4ccc(C)cc4)C(=O)[C@H]3[C@@H]3C=CC=NN32)cc1
#20 c1ccc(CSCCc2ccncc2)cc1

entry no.	11	12	13	14	15	16	17	18	19	20
BioA inh	-1.8	4.3	-0.2	.	5.1	3.6	-1.9	3.3	-0.7	0.6
FadD28 FP inh	-1.4	0.1	-5.3	1.5	-2.3	-1.1	0.1	-2.6	0.4	-11.6
DUSP3 inh	6.6	20.4	-0.2	26.3	24.9	9.2	.	6.5	2.1	28.3
UGM FP inh	-0.6	-0.3	-1.1	0.3	-4.0	-2.0	1.4	0.5	-0.8	-0.7
Mtb FBA inh	4.1	-2.0	0.2	8.8	1.0	-0.3	1.8	0.9	4.5	2.6
CCHF vOTU inh	9.0	17.9	6.3	15.9	6.1	3.0	-0.2	-11.5	5.2	4.5
BoNT-F LC inh	-9.7	-6.1	-12.6	-3.5	-9.9	?	-1.8	17.4	-2.2	-5.8
Rv3671c protease	4.7	-6.5	-5.4	-7.4	0.8	0.5	-8.9	3.4	-20.6	0.0
GDH-TPI counter	2.0	13.4	12.1	-19.4	1.8	3.0	0.0	-7.7	-9.9	0.3
MazF activator	6.6	-3.4	-3.3	7.0	0.9	5.3	-0.6	3.9	-30.7	-3.5

Whole records as entered above. Values in the order: BioA inh	FadD28 FP inh	DUSP3 inh	UGM FP inh	Mtb FBA inh	CCHF vOTU inh	BoNT-F LC inh	Rv3671c protease	GDH-TPI counter	MazF activator
Results for `CCOc1ccc(NC(=O)CN2C(=O)C3CCCN3C2=O)cc1` (stereo not drawn) : -1.8	-1.4	6.6	-0.6	4.1	9.0	-9.7	4.7	2.0	6.6
Results for `CCCCCn1c(=O)c(F)cn(Cc2ccc(OC)c([N+](=O)[O-])c2)c1=O` : 5.1	-2.3	24.9	-4.0	1.0	6.1	-9.9	0.8	1.8	0.9

The results go on:
#21 CC1CCN(C(=O)c2nc[nH]c2C(=O)O[C@H](C)c2ccccc2)CC1
#22 COc1ccc2[nH]c(C(=O)N3CCNCC3)cc2c1OC
#23 C[C@@H]1CCCCO[C@@H](CN(C)C(=O)C2CCCCC2)[C@@H](C)CN([C@H](C)CO)C(=O)c2cc(NC(=O)NC3CCCCC3)ccc2O1
#24 Cc1noc(C)c1-c1ccc(C(=O)NCc2ccc(Cl)cc2)c2occc12
#25 Cc1ccccc1-c1ncc(CN2CCN(C3CCCC3)C(CCO)C2)cn1 (stereo not drawn)
#26 O=C1c2ccccc2C(=O)N1CC(O)CN1CCOCC1 (stereo not drawn)
#27 Cc1ccc(CNC(=O)COc2cc(O)c3c(c2)OC(C)(C)CC3=O)cc1
#28 Cc1ccc(-c2cnc(C(O)c3cccc(C)c3C)[nH]2)cc1 (stereo not drawn)

entry no.	21	22	23	24	25	26	27	28
BioA inh	0.5	-1.2	0.5&-1.4	1.4	.	-1.8	-0.5	0.7
FadD28 FP inh	-1.3	-0.6	-0.5	-7.7	-2.1	-1.5	1.5	-5.0
DUSP3 inh	.	-16.2	.	.	22.0	7.5	12.7	.
UGM FP inh	-0.6	.	.	.	1.9	-2.6	0.1	.
Mtb FBA inh	-1.7	1.8	1.6	-1.7	1.4	4.0	1.7	-6.2
CCHF vOTU inh	2.0	-0.3	4.9	9.3	-18.6	5.6	13.3	12.9
BoNT-F LC inh	-4.1	-40.6	-4.4	3.4	-2.8	-4.4	-11.3	-1.2
Rv3671c protease	2.3	.	.	.	4.9	-0.2	-12.3	.
GDH-TPI counter	7.7	4.7	1.9	-2.5	15.6	2.0	2.0	11.1
MazF activator	4.8	2.6	0.0	.	-1.8	19.2	5.7	.

Quoted at random: 4 entries already listed.
#22 COc1ccc2[nH]c(C(=O)N3CCNCC3)cc2c1OC
#26 O=C1c2ccccc2C(=O)N1CC(O)CN1CCOCC1 (stereo not drawn)
#23 C[C@@H]1CCCCO[C@@H](CN(C)C(=O)C2CCCCC2)[C@@H](C)CN([C@H](C)CO)C(=O)c2cc(NC(=O)NC3CCCCC3)ccc2O1
#21 CC1CCN(C(=O)c2nc[nH]c2C(=O)O[C@H](C)c2ccccc2)CC1

entry no.	22	26	23	21
BioA inh	-1.2	-1.8	0.5&-1.4	0.5
FadD28 FP inh	-0.6	-1.5	-0.5	-1.3
DUSP3 inh	-16.2	7.5	.	.
UGM FP inh	.	-2.6	.	-0.6
Mtb FBA inh	1.8	4.0	1.6	-1.7
CCHF vOTU inh	-0.3	5.6	4.9	2.0
BoNT-F LC inh	-40.6	-4.4	-4.4	-4.1
Rv3671c protease	.	-0.2	.	2.3
GDH-TPI counter	4.7	2.0	1.9	7.7
MazF activator	2.6	19.2	0.0	4.8
